High-throughput results: PubChem, National Center for Advancing Translational Sciences (NCATS)
IL-2 act: IL-2 activation | IL-2 activation reporter assay, cell-based qHTS; stimulated with anti-CD3/CD4/CD28 beads; in transgenic mouse T cells | activation, % (series mostly up to about 46 µM) | 360,000 tested, 0.065% active | AID 652025; in the data active = activation above about 50%; inconclusive = mostly about 30% to 49%; also: 0% is about no effect
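Using fluorescent plate cytometry, EGFP and DsRed are detected in transgenic mouse T cells stimulated 18 h at 37 degrees C with antibody-coated beads after 60 min compound pretreatment.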
D3 ag: agonists of human D3 dopamine receptor; 410,000 tested, 0.58% active; P35462; max activation, %; AID 652048; D3R DiscoveRx beta-arrestin cells, luminescence, 90 min; in the data active = max activation above about 30%; also: 0% is about no effect; mostly tested at two doses, the higher about 12 µM
Target sequence (P35462 whole entry, looked up): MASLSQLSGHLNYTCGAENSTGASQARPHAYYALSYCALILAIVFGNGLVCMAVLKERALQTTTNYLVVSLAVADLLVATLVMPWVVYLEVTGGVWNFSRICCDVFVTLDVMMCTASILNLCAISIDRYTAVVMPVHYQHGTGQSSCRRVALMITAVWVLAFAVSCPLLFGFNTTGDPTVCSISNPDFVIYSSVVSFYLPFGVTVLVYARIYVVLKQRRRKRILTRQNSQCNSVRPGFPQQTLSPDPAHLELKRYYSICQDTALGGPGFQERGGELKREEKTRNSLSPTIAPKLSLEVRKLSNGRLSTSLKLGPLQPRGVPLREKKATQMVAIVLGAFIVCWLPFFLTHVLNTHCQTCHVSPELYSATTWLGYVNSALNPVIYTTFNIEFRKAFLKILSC
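Agonist mode: compounds and dopamine controls were applied to plated cells for 90 min at 37 degrees C after an overnight attachment at 1500 cells/well. Luminescent read-out followed 30 - 60 minutes at room temperature with DiscoveRx detection reagent.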
DRD3 antagonist: antagonists of human D3 dopamine receptor; D3R cells, DiscoveRx beta-arrestin luminescence, antagonist mode; hits give low values; AID 652054; max response, negative = inhibition, %; P35462; 360,000 tested, 2.5% active; in the data active = max response below about -50%; inconclusive = no clear call, values can overlap the other calls; also: % is scaled to controls: 0 for no effect and ±100 for the full control effect; mostly tested at two doses, the higher about 12 µM
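Cells expressing the human receptor were seeded at 1500 cells/well, incubated overnight at 37 degrees C in 5% CO2, then exposed to library compounds with dopamine controls for 90 minutes at 37 degrees C before luminescent detection.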
GLP1R cytotox: cytotoxicity in counter-screen for GLP-1R inverse agonists. Potency, µM (top dose mostly 38.3 µM), for inactives: top-dose activity change, negative = inhibition, usual class: inhibitors. 410,000 tested, 0.13% active. HEK293 cAMP-luciferase reporter cells, luminescence, 24 h;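 also: loss of luciferase light is scored as toxicity; potency is read from the fitted curve at half-maximal effect; % is scaled to controls: 0 for no effect and ±100 for the full control effect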
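MLSMR compounds, 24 hr on cells at 37 deg C/5% CO2; luminescence after luciferase reagent (12 min RT). Inhibition counted as the undesired cytotoxic outcome.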
GLP1R inv ag: acts as inverse agonist at human GLP-1 receptor; P43220; HEK293 GLP-1R CRE-luciferase, luminescence, 24 h; GLP-1R form is constitutively active; Potency, µM (doses to about 38.3 µM), without a hit: at the highest dose activity change, negative = inhibition, most hits filed as inhibitors; 410,000 tested, 1.6% active; AID 624417; also: potency is read from the fitted curve at half-maximal effect; % is scaled to controls: 0 for no effect and ±100 for the full control effect; nearly all actives have a fitted effect of over 55% in size
Target sequence (P43220 whole entry, looked up): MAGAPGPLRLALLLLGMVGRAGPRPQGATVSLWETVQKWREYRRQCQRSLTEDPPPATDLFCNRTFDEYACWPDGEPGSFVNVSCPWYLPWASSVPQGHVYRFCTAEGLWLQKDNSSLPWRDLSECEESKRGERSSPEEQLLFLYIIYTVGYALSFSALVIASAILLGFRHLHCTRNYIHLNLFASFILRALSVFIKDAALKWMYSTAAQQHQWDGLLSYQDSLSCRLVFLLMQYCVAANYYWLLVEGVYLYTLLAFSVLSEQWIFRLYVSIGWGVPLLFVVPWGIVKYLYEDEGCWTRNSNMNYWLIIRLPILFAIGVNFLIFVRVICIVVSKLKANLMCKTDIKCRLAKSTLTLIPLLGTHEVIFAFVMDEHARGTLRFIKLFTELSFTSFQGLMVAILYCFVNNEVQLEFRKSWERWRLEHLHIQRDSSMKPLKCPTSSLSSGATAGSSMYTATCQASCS
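Assay principle: reduced luminescence from a cAMP-responsive reporter in HEK293 cells co-expressing a constitutively active GLP-1R. Conditions: 24 hr compound incubation, 37 deg C, 5% CO2.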
PI5P4Ka inh: PI5P4K alpha (human) kinase inhibition; PI5P4Kalpha enzyme, ADP-Glo luminescence, 60 min; hits give low values; max response, %; 330,000 tested, 1.2% active; AID 652105; active = max response of -50% or lower; inconclusive = between -30% and -50%; inactive = -30% or higher; also: value at the top dose of about 77 µM; % is scaled to controls: 0 for no effect and ±100 for the full control effect
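Quantitative HTS of the MLSMR library against PI5P4Kalpha with substrate. ATP added last at 5 microM final; room temperature, 60 minutes. Remaining ATP depleted, ADP converted and read as luminescence.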
WRN helicase inh: inhibitors of human WRN helicase; Potency, µM (series often up to 114 µM), for inactives: at the top dose activity change, negative = inhibition, usual class: inhibitors; WRN helicase unwinding, fluorescent forked duplex, kinetic; 360,000 tested, 0.46% active; also: potency is read from the fitted curve at half-maximal effect; % is scaled to controls: 0 for no effect and ±100 for the full control effect; nearly all actives have a fitted effect of over 55% in size
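Screening of the MLSMR collection measured strand separation of a quenched forked DNA duplex (100 nM) by 20 nM WRN with 2 mM ATP, all final. Compounds were preincubated with enzyme 15 min at room temperature.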
GLP1R ag: agonists of human GLP-1 receptor. P43220. HEK293 GLP-1R CRE-luciferase, luminescence, 4-6 h; cells express a hypersensitive GLP-1R form. Potency, µM (doses to about 45.6 µM), inactives show at the highest dose activation, hits mostly activators. 380,000 tested, 0.007% active; also: potency is read from the fitted curve at half-maximal effect; % of control where 0% means no effect
PLK1 PBD block: PLK1 (human) polo-box domain binding inhibition; P53350; Plk1 PBD binding of FITC phosphopeptide, fluorescence polarization; Potency, µM, inactives show max response, negative = inhibition, most hits filed as inhibitors; 360,000 tested, 2.8% active; also: potency is read from the fitted curve at half-maximal effect; series mostly up to about 57 µM; % is scaled to controls: 0 for no effect and ±100 for the full control effect; nearly all actives have a fitted effect of over 65% in size
Starred values were filed as active, the others as inactive; ? = inconclusive; · = no result given; [ ] = remark or other dose. Unless noted, calls follow the shape of the dose curve; as a rule, active = well fitted curve in the direction sought with a large enough effect; inconclusive = small, poorly fitted or top-dose-only effect, or another doubt; inactive = no such curve, though single readings can be large; an effect the other way counts as inactive or inconclusive.

SMILES	IL-2 act	D3 ag	DRD3 antagonist	GLP1R cytotox	GLP1R inv ag	PI5P4Ka inh	WRN helicase inh	GLP1R ag	PLK1 PBD block
Cn1c(SCc2ccccn2)nc2c1c(=O)[nH]c(=O)n2C	1.0	0	6	5%	8%	-2	2%	-5%	-1%
CC(C)CNC(=O)C(=O)NCC1OCCCN1S(=O)(=O)c1ccc2c(c1)OCCO2 (stereo unspecified)	-0.4	3	-10	13%	3%	6	0%	2%	-1%
Cc1nn(Cc2ccc(Cl)c(Cl)c2)c(C)c1NC(=O)c1noc2c1CCCCC2	-1.0	-2	42	6%	-7%	·	-6%	-3%	-10%
CC(C)COP(=O)(c1ccc(N(C)C)cc1)C(O)c1ccncc1 (stereo unspecified)	-2.7	3	11	-14%	3%	-3	6%	17%	-10%
Cc1cccc(OCC(=O)NCCNC(=O)c2ccccn2)c1	-0.5	3	-12	7%	17%	-3	-2%	8%	-4%
CCCC(=O)n1nc(-c2ccc(C)cc2)nc1NCc1ccco1	-0.8	-1	7	1%[0.307 µM]	2%[0.307 µM]	2	-1%	2%	-11%
Cc1nnc(OC(C)C)c2nn(-c3ccccc3F)c(C)c12	0.3	-13	-2	1%	21%	-5	-2%	3%	-11%
CC#CCN1c2ccccc2[C@]23C[C@@H](C(=O)OC)N=C2NC(C(=O)OC)=C(C(=O)OC)[C@H]13	1.1	4	0	-4%	17%	0	4%	-1%	2%
COc1cc(C=O)ccc1OC(=O)c1cccnc1	-0.3	14	7	3%	1%	0	1%	0%	-5%
COc1ccc(NC(=O)NNc2cc(N3CCOCC3)nc(N3CCOCC3)n2)cc1	-1.3	3	12	1%	3%	0	-13%	2%	-4%

Taken from above:
CC#CCN1c2ccccc2[C@]23C[C@@H](C(=O)OC)N=C2NC(C(=O)OC)=C(C(=O)OC)[C@H]13 in GLP1R ag is entered as -1%
Cc1nnc(OC(C)C)c2nn(-c3ccccc3F)c(C)c12 in DRD3 antagonist is entered as -2
Cc1nn(Cc2ccc(Cl)c(Cl)c2)c(C)c1NC(=O)c1noc2c1CCCCC2 in GLP1R inv ag is entered as -7%

(further entries)
SMILES	IL-2 act	D3 ag	DRD3 antagonist	GLP1R cytotox	GLP1R inv ag	PI5P4Ka inh	WRN helicase inh	GLP1R ag	PLK1 PBD block
CCSc1nc(N2CCCCC2)c2c(c1C#N)CCCC2	-0.2	11	4	1%	2%	2	8%	-7%	-2%
COc1ccccc1CN(C)C(=O)CSCC(=O)Nc1ccccc1F	-0.2	-7	?	-3%	-18%	-5	-23%	1%	-17%
C=CCOc1ccc(C2NC(=O)c3ccccc3O2)cc1 (stereo unspecified)	0.7	-6	-16	4%	14%	7	-21%	7%	-9%
COc1ccc(CNC(=O)C2CCN(S(=O)(=O)N3CCCC3)CC2)c(OC)c1	-2.5	4	-21	11%	-11%	10	13%	1%	-11%
CCN(CC)S(=O)(=O)c1cccc(-c2csc(C)n2)c1	0.5	-6	9	-17%	5%	0	1%	3%	-8%
CN(C)C(CNC(=O)c1cc2ccccc2o1)c1ccco1 (stereo unspecified)	-0.2	-18	?	-19%	-7%	-7	-3%	5%	-5%
Cn1cc(/C=N/NC(=O)c2ccccc2O)c2ccccc21	1.8	-13	-3	-7%	3%	8	-9%	-1%	-8%
Cc1ccc(-c2cc(C(=O)O)c3ccccc3n2)s1	-2.5	-5	-14	3%	6%	5	-4%	-2%	-17%
COc1ccc(/C=N/Nc2nc(-c3ccc(C)cc3)c(C#N)c(=O)[nH]2)cc1	0.5	1	2	6%	-10%	-21	-3%	-8%	-19%
COc1cc(SC)ccc1C(=O)Nc1ccc(OCC(=O)N2CCOCC2)cc1	-0.8	-27	-24	9%	-23%	-7	-2%	5%	-22%

Entries of single compounds as entered above. Values in the order: IL-2 act, D3 ag, DRD3 antagonist, GLP1R cytotox, GLP1R inv ag, PI5P4Ka inh, WRN helicase inh, GLP1R ag, PLK1 PBD block
Record of Cc1ccc(-c2cc(C(=O)O)c3ccccc3n2)s1 → -2.5, -5, -14, 3%, 6%, 5, -4%, -2%, -17%
Record of COc1cc(SC)ccc1C(=O)Nc1ccc(OCC(=O)N2CCOCC2)cc1 → -0.8, -27, -24, 9%, -23%, -7, -2%, 5%, -22%
Record of COc1ccc(CNC(=O)C2CCN(S(=O)(=O)N3CCCC3)CC2)c(OC)c1 → -2.5, 4, -21, 11%, -11%, 10, 13%, 1%, -11%
Record of CN(C)C(CNC(=O)c1cc2ccccc2o1)c1ccco1 (stereo unspecified) → -0.2, -18, ?, -19%, -7%, -7, -3%, 5%, -5%
Record of CCSc1nc(N2CCCCC2)c2c(c1C#N)CCCC2 → -0.2, 11, 4, 1%, 2%, 2, 8%, -7%, -2%

Next part:
SMILES	IL-2 act	D3 ag	DRD3 antagonist	GLP1R cytotox	GLP1R inv ag	PI5P4Ka inh	WRN helicase inh	GLP1R ag	PLK1 PBD block
O=C(O)Cc1ccc(NC(=S)Nc2ccc(Br)cc2Cl)cc1	-0.7	2	-10	1%	3%	1	4%	-1%	-17%
CC(C)CNC(=O)CSc1nnc(-c2cccc(S(=O)(=O)N3CCCCC3)c2)o1	-0.9	3	2	-7%	0%	-1	4%	-1%	-4%
COc1cc(OC)cc(-c2n[nH]c(=S)n2-c2cc(OC)ccc2OC)c1	-3.5	-24	14	9%	6%	·	4%	4%	-9%
O=C(Nc1ccccc1C(=O)N/N=C/c1ccco1)c1ccc(Cl)cc1	0.3	-4	-2	4%	2%	-3	5%	-5%	-8%
O=C(NC(c1ccccc1)c1ccsc1)C1CCN(Cc2ccccc2)CC1 (stereo unspecified)	0.5	-18	?	3%	2%	4	7%	10%	-3%
O=C(Nc1cc(Cl)ccc1Cl)C1CCCO1 (stereo unspecified)	2.6	0	-4	-1%	10%	-6	-25%	7%	-12%
O=C(Cn1c(=O)cnc2ccccc21)NNC(=O)c1ccc(Cl)cc1	0.7	4	6	-12%	6%	1	3%	-2%	-5%
CC(OC(=O)c1cccc(Cl)c1)C(=O)NC1CCCCC1C (stereo unspecified)	-1.8	-10	3	2%	5%	-10	2%	-2%	-1%
COc1cc(CNC2CCCCCC2)cc(OC)c1OC	-2.0	-1	-14	-3%	0%	·	2%	-16%	-6%
NS(=O)(=O)c1ccc(CNC(=O)c2cc(-c3cccnc3)nc3ccccc23)cc1	17	-24	-25	-8%	?	1	-10%	5%	-12%
COc1cccc(NC(=O)c2ccc(C(=O)c3ccccc3)o2)c1	-2.8	4	-8	0%	?	6	-10%	5%	-8%
COc1ccccc1OCC(=O)Nc1ccncc1	-0.3	0	0	10%	14%	-2	8%	9%	0%
COc1ccc(COC(=O)C2=C(C)NC(=O)NC2c2ccccc2OC(C)C)cc1 (stereo unspecified)	-0.9	5	4	-25%	3%	0	-5%	2%	2%
Cc1ccc(C2(C)NC(=O)N(CC(=O)Nc3ccccc3N3CCCCC3)C2=O)cc1 (stereo unspecified)	-0.7	1	-8	-14%	?	8	-10%	-14%	0%
CCCCn1c(N)c(N(CCOC)C(=O)CSc2n[nH]c(-c3ccc(C)cc3)n2)c(=O)[nH]c1=O	-1.7	1	1	19%	-4%	7	2%	-12%	-8%
N#Cc1cc(-c2ccccc2)cnc1Sc1ccc(Cl)cc1	2.7	-2	0	0%	0%	0	-6%	-2%	-7%
O=C(NCc1ccco1)c1cc(-c2ccncc2)nc2ccccc12	-2.6	-17	?	-4%	7%	·	2%	-7%	-6%
CCN(CC)S(=O)(=O)c1ccc2c(c1)c(C(=O)O)cn2C	-1.0	-4	0	-4%	3%	-5	-28%[57.1 µM]	1%	-13%
O=C(CCn1cnnn1)N1CCCC(Nc2ccc(F)c(F)c2)C1 (stereo unspecified)	0.4	-16	-19	2%	-1%	3	-12%	2%	3%
C/C(=N/Nc1ccnc2cc(Cl)ccc12)c1ccc(O)cc1	-0.2	-57	-54*	-20%	-23%	-3	-6%	6%	-19%
CCOc1ccccc1C(C(=O)NCCOC)N(CCOC)C(=O)Cn1nnc2ccccc21 (stereo unspecified)	1.6	-4	-5	-1%[7.66 µM]	-12%[7.66 µM]	3	8%	7%	-4%
COC(=O)C1=C(O)/C(=C\c2cc(C)n(-c3ccccc3C)c2C)N=C1C	-1.7	-19	?	-19%	14%	·	-5%	8%	-8%
O=c1c[n+]([O-])c2ccccc2n1OCc1ccccn1	3.7	7	12	-10%	1%	4	5%	-5%	-1%
Cc1nnc(NC(=O)C2=COCCO2)s1	1.1	-1	7	5%	44%[activator]	5	-12%	3%	-3%
Cc1cccc2cc3c(N)c(C(=O)Nc4ccc(N5CCOCC5)cc4)sc3nc12	2.1	2	7	7%	23%	·	-9%	-3%	-4%
CC(=O)CSc1nc2cc3c(cc2cc1C#N)OCCO3	12	-6	-5	4%[0.307 µM]	8%[0.307 µM]	-16	1%	1%	0%
CCCCN(C)C(=O)Cn1ncc2c3ccccc3n(CCC)c2c1=O	-1.9	-42	-3	11%	?	-1	10%	8%	1%
COc1ccc(Nc2cc(C)nc3c(C)cccc23)cc1OC	-0.9	-2	4	?	?	5	-6%	1%	-2%
